Compound activity as filed in PubChem.
UGM FP inh: inhibitors of M. tuberculosis UDP-galactopyranose mutase; inhibition, % at 10 µM; 320,000 tested, 0.06% active; purified UGM, fluorescence polarization probe displacement; P9WIQ1; in the data active = inhibition above about 10%, passing the limit was not always enough; inconclusive = no clear call, values can overlap the other calls
GDH-TPI inh: inhibits GDH-TPI coupling enzymes, artifact for Mtb FBA screen | GDH-TPI coupled enzyme counterscreen, NADH absorbance | inhibition, % at 4.8 µM | 360,000 tested, 1.2% active; in the data active = inhibition above about 30%;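 also: 0% = DMSO wells and 100% = wells lacking the enzyme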
FBA Mtb inh: inhibitors of M. tuberculosis fructose-bisphosphate aldolase. P9WQA3. purified M. tuberculosis FBA, fluorescence read-out. inhibition, % at 1 µM. 360,000 tested, 2.3% active; in the data active = inhibition above about 27%;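 also: 0% = vehicle and 100% = reference inhibitor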
Target sequence (P9WQA3 whole entry, looked up): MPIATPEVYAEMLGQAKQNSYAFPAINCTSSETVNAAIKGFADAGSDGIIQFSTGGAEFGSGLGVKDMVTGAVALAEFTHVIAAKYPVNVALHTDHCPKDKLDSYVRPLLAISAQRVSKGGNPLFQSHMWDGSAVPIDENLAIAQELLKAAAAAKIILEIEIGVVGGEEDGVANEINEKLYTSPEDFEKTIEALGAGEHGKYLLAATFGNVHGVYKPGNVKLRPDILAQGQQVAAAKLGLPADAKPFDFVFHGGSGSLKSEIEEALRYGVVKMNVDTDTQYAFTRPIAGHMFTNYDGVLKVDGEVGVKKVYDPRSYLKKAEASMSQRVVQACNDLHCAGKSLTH
PrPC TRFRET: reduces human prion protein on the cell surface; inhibition, % at 13.8 µM; cell surface PrPC, TR-FRET read-out; AID 720596; 370,000 tested, 0.43% active; in the data active = inhibition above about 24%; also: 0% = median of the test wells and 100% = reference compound wells
BoNT F protease: inhibitors of Botulinum neurotoxin F light chain protease. inhibition, % at 10 µM. 360,000 tested, 0.22% active. Multiplex microsphere protease cleavage assay, flow cytometry. AID 588497; in the data active = inhibition above about 35%, passing the limit was not always enough; inconclusive = no clear call, values can overlap the other calls; also: plate controls were buffer without enzyme for full effect and enzyme alone for no effect
FadD28 binding: M. tuberculosis FadD28 bisubstrate binding inhibition; FadD28 bisubstrate probe binding, fluorescence polarization; inhibition, % at 12.5 µM; 360,000 tested, 0.22% active; in the data active = inhibition above about 8.5%, passing the limit was not always enough; inconclusive = no clear call, values can overlap the other calls
MazEF act: increases E. coli MazEF RNase cleavage of RNA; P0AE70; FAM/BHQ RNA-DNA oligo cleavage fluorescence, 5 h; activation, % at 20 µM; 350,000 tested, 0.32% active; AID 504720; in the data active = activation above about 50%
Target sequence (P0AE70 whole entry, looked up): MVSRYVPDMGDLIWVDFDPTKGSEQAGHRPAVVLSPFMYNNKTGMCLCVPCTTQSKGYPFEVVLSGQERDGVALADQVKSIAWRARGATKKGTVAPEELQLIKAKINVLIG
Rv3671c inh: inhibitors of M. tuberculosis serine protease Rv3671c | P9WHR9 | inhibition, % at 5.96 µM | 320,000 tested, 0.048% active | AID 2606; in the data active = inhibition above about 38%;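 also: extracellular domain of Rv3671c used as enzyme; 0% = enzyme with DMSO and 100% = no enzyme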
Target sequence (P9WHR9 whole entry, looked up, the tested form may be a part): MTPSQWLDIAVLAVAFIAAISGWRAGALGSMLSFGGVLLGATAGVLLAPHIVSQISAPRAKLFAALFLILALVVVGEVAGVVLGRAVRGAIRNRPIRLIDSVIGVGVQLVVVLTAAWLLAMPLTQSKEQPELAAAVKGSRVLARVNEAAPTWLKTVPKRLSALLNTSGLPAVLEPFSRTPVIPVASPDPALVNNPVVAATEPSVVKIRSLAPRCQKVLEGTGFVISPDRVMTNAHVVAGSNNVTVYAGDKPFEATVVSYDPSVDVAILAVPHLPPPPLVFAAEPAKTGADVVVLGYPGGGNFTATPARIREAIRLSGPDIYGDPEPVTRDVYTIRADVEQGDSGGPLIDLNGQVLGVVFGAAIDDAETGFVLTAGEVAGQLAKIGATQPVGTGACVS
BioA inh: inhibitors of Mycobacterium tuberculosis BioA enzyme | purified M. tuberculosis BioA enzyme, plate reader | inhibition, % at 9.99 µM | 360,000 tested, 0.096% active | AID 602481; in the data active = inhibition above about 40%; inconclusive = no clear call, values can overlap the other calls
The depositor's hits bear a star; ? = inconclusive; nt = not tested or not shown.

SMILES	UGM FP inh	GDH-TPI inh	FBA Mtb inh	PrPC TRFRET	BoNT F protease	FadD28 binding	MazEF act	Rv3671c inh	BioA inh
O=C1c2cc([N+](=O)[O-])ccc2-c2cc(Cl)c(NC(=O)C(F)(F)F)cc21	nt	0.4	-5.8	-6.2	-0.4	-2.9	4.7	nt	-0.2
Cc1ccccc1-c1csc(C(C)(O)c2ccc(F)c(F)c2)n1 (stereo unspecified)	nt	5.3	-2.7	0.6	3.0	-3.5	nt	nt	-0.7
CSCCC(=O)N1CCC(n2nccc2NC(=O)CCCc2ccccc2)CC1	1.5	4.3	-1.2	0.1	-3.8	-0.2	1.1	-10.9	-0.2
COc1ccc(/C=C/c2c(-c3ccc(OC)cc3)oc3ccc(-c4ccc(OC)cc4)cc23)cc1	2.8	6.5	7.3	0.7	-2.3	1.5	-12.4	-8.8	-2.9
Cc1ccccc1OCC(=O)Nc1ccccc1-c1ccccc1NC(=O)COc1ccccc1C	-1.2	8.5	-0.9	4.3	-4.0	-0.2	4.0	-5.5	-0.6
FC(F)(F)c1cnc(NNC(=S)Nc2cccnc2)c(Cl)c1	-1.3	8.5	-2.5	-9.0	-6.6	1.3	-2.5	5.1	11.8
COc1ccccc1CC1(C)C(=O)Nc2ccc(OC(F)(F)F)cc21 (stereo unspecified)	nt	1.8	-4.6	7.6	2.7	-4.2	nt	nt	-0.7
O=C(Cc1ccc([N+](=O)[O-])cc1)c1ccccc1	nt	3.5	-4.0	-10.1	1.3	-0.5	7.3	nt	nt
O=c1nc2n(c3sc4c(c13)CCCC4)C(CBr)CS2 (stereo unspecified)	0.4	-3.4	3.6	-1.5	2.9	-1.0	5.9	-9.3	0.3
CCC1CCCCN1C(=O)CCS(=O)(=O)c1ccc2c(c1)CCN2C(C)=O (stereo unspecified)	-2.3	-3.1	0.8	5.2	3.2	0.9	-18.8	-3.8	2.1
CCn1nnc(-c2ccccc2NS(=O)(=O)c2ccc(S(=O)(=O)N3CCCCCC3)cc2)n1	-3.8	0.8	-1.1	1.8	-3.2	-3.2	9.1	-13.2	-1.6
O=C(CCCCn1c(=O)[nH]c2ccsc2c1=O)NCCc1ccccc1	-0.9	-3.8	-2.7	1.7	-4.4	-3.0	10.6	4.4	1.5
CSc1nc2ccc(S(=O)(=O)N(C)C)cc2s1	-0.2	6.5	-3.6	2.5	-1.6	-1.9	1.2	-4.0	-2.1
CC(C)N(C(=O)CN1CCN(S(=O)(=O)c2ccc(Br)s2)CC1)C(C)C	-0.2	5.6	2.5	4.0	2.0	-1.0	2.2	0.2	2.4
CN(C)c1c(F)cc(C(=O)NCc2ccccc2)cc1F	-2.7	-0.5	-2.4	6.9	?	-0.3	4.3	1.0	nt
Cc1ccc(C(=O)N/N=C2\CCCc3ccccc32)c(C)c1	-0.7	4.1	0.8	0.4	-4.8	-1.7	11.7	-6.0	nt
CC(=O)c1cccc(OCC(O)CN2CCN(C(=O)c3ccco3)CC2)c1 (stereo unspecified)	3.9	-4.2	0.3	18.2	-9.4	-1.8	3.4	-5.6	0.0
Cn1c(CN2CCCCC2)nc2cc(NC(=O)c3ccc(F)cc3)ccc21	-0.9	11.0	1.3	-5.2	-2.0	-0.4	-10.1	8.7	1.5
Nc1c(CO)nnn1-c1ccccc1	-2.8	12.0	2.7	1.9	-7.8	-0.7	5.5	-4.6	-0.1
Cc1c(OC(C)C(=O)N[C@@H](Cc2ccccc2)C(=O)O)ccc2c3c(c(=O)oc12)CCCC3 (stereo partly specified)	3.3	11.8	57.5*	3.4	-5.7	-5.0	-5.9	3.8	0.4
CC(C)=C1C2CCC1C(C(=O)NCc1ccccc1)C2C(=O)O (stereo unspecified)	-1.9	7.7	2.3	0.0	15.4	-3.1	-4.6	-2.4	0.0
O=C(COc1ccc2ccc(=O)oc2c1)Nc1ccc(N2CCCCC2)cc1	-0.2	2.9	41.4*	-3.4	-19.5	-1.6	10.5	4.4	0.5
COc1ccccc1-c1nc(C#N)c(N2CCN(c3cccc(Cl)c3)CC2)o1	-0.4	11.2	-0.2	nt	-7.1	-0.1	2.5	4.0	-1.9
CCOC(=O)C1C(c2ccccc2)NC(=S)NC1(C)O (stereo unspecified)	0.1	8.0	-1.9	3.7	-3.4	-2.2	25.5	11.0	nt
Cc1onc(-c2ccccc2)c1C(=O)N/N=C/c1cc2c(cc1Cl)OCO2	2.5	24.8	2.6	1.6	-4.8	-2.8	15.7	-3.1	nt

Copied from the list.
In BoNT F protease, `O=C(Cc1ccc([N+](=O)[O-])cc1)c1ccccc1` has 1.3
In FBA Mtb inh, `CSc1nc2ccc(S(=O)(=O)N(C)C)cc2s1` has -3.6
In PrPC TRFRET, `Cc1ccc(C(=O)N/N=C2\CCCc3ccccc32)c(C)c1` has 0.4

Following part:
SMILES	UGM FP inh	GDH-TPI inh	FBA Mtb inh	PrPC TRFRET	BoNT F protease	FadD28 binding	MazEF act	Rv3671c inh	BioA inh
CC(C(=O)NCC1CCCO1)n1cc([N+](=O)[O-])cn1 (stereo unspecified)	6.5	1.4	2.1	-9.7	-2.1	0.0	3.9	1.7	-0.9
O=C(COC(=O)Cc1cn2ccsc2n1)NCc1ccc2c(c1)OCO2	-1.1	-2.4	-2.4	2.3	-17.4	0.2	2.6	-0.8	nt
COc1ccc(CCNC(=O)CCOc2cc(C)ccc2C)cc1OC	0.6	0.3	-1.3	2.1	-4.6	-1.9	0.4	nt	-0.8
Cc1ccc(N(CC(=O)NCC2CCCO2)S(=O)(=O)c2ccccc2)c(C)c1 (stereo unspecified)	0.5	3.7	4.5	5.1	-9.1	-1.7	-24.9	1.0	-2.1
Clc1ccccc1-c1nnc2sc(-c3cccs3)nn12	-3.9	-2.7	2.6	-5.5	3.7	2.2	1.6	-6.5	-0.6
COc1ccc(NC(=S)NCC(O)c2ccccc2)c(OC)c1 (stereo unspecified)	-2.3	-2.2	4.3	8.4	-6.3	0.0	0.6	0.9	-1.2
CCOC(=O)COc1cc(N2C(=O)CSCC2=O)c(Cl)cc1Cl	-0.3	3.3	0.7	-3.1	-5.0	-3.0	2.0	-9.2	nt
CC1=NC(C)(C)CC2CCC(O)C12 (stereo unspecified)	nt	0.9	-0.8	-7.0	-11.1	-1.9	5.0	nt	nt
COC(=O)c1ccc(/C=N/NC(=O)c2ccccc2Cl)cc1	-2.9	8.3	-2.6	-3.8	-1.3	-2.8	-1.0	-9.5	nt
Cc1cc[n+](CCC(=O)O)c2ccccc12	-2.5	-4.9	8.7	-0.1	5.4	-2.0	-14.7	-1.9	2.8
CN(C)P(=O)(C(Cl)=C(N1CCCCC1)N1CCCCC1)N(C)C	1.2	-0.8	-0.2	1.0	-1.7	-3.6	-6.1	-6.7	-1.3
CC(C)c1ccc(S(=O)(=O)N2CCN(C(=O)C3CCN(C(=O)c4ccc(F)cc4)CC3)CC2)cc1	-0.6	6.5	-0.7	-1.9	-4.9	-0.6	6.2	-9.3	1.4
CCCC(O)(CCN(C)C)c1ccc(OC)cc1 (stereo unspecified)	0.7	6.8	2.4	-6.4	1.2	-0.2	1.8	4.6	0.3
Cn1nccc1C(=O)N1CCCC(Nc2ccc(F)cc2)C1 (stereo unspecified)	0.9	8.6	2.5	-4.0	4.2	-1.5	-8.8	-5.5	-0.7
CCNc1ccc(S(=O)(=O)N(C)C)cc1NCC(=O)Nc1ccccc1F	-0.2	7.0	0.1	5.7	-4.7	-0.5	21.8	-6.8	nt
Nc1[nH]n(-c2ccccc2)c(=O)c1N=Nc1ccccc1[N+](=O)[O-]	-5.2	6.1	-3.5	-7.9	-17.9	-1.0	17.0	8.5	-1.1
CN1CCCC(OC(=O)COc2ccccc2)C1 (stereo unspecified)	0.8	6.2	0.4	-0.5	10.5	-1.6	1.4	6.2	-1.5
CCOC(=O)CNC(=O)N1Cc2cc(-c3ccccc3)ccc2-n2nncc2C1	nt	nt	1.0	5.5	0.3	-8.2	nt	nt	-0.3
O=C(NCCCCCCOC1=NS(=O)(=O)c2ccccc21)C(=O)Nc1ccccc1	5.7	-0.3	1.1	7.7	13.0	0.8	20.5	4.7	-1.6
CCN1C(=O)/C(=C/N(C)C)c2ccccc21	-1.2	37.3*	-0.8	4.3	-4.8	0.4	11.8	2.6	0.1
C[N+]1(C)CCCC(OC(=O)C(O)(c2ccccc2)c2ccccc2)C1 (stereo unspecified)	-1.1	0.5	0.0	8.6	5.2	-1.3	8.9	1.8	0.2
CN(Cc1ccncn1)C(=O)CC1C(=O)NCCN1Cc1cccc(Oc2ccccc2)c1 (stereo unspecified)	1.1	1.3	1.3	-7.0	-3.7	-4.5	-5.8	-5.4	-2.2
CCCCn1c(N)c(N(CC(C)C)C(=O)CCS(=O)(=O)c2ccc(C)cc2)c(=O)[nH]c1=O	-2.2	9.1	3.3	2.4	4.2	-1.9	1.5	0.9	-3.9
O=C(NCC1CCCO1)c1cc(-c2ccco2)nc2ccccc12 (stereo unspecified)	0.4	27.6	183.1*	-13.7	16.8	-3.2	8.1	2.3	-1.9
CC1CCN(C(=O)CSc2nnc(-c3ccc(S(=O)(=O)N4CCOCC4)cc3)n2C)CC1	2.3	-4.5	6.2	3.9	3.4	-0.8	8.9	-10.8	-1.8

New compounds follow.
SMILES	UGM FP inh	GDH-TPI inh	FBA Mtb inh	PrPC TRFRET	BoNT F protease	FadD28 binding	MazEF act	Rv3671c inh	BioA inh
COc1cccc(C(=O)NC(=O)Nc2nc(C)cc(C(F)(F)F)n2)c1	-0.7	-10.0	-1.4	2.3	-4.3	-4.2	4.5	0.8	1.2
CN(CC(=O)Nc1ccc2c(c1)CCC2)CC(=O)Nc1ccccc1Br	0.7	1.0	-0.9	-12.7	1.3	-1.7	-6.9	-13.6	nt
O=C(Nc1c(Cl)ccc2nsnc12)c1cccnc1	-1.6	7.8	-1.6	-14.2	6.4	-2.1	4.9	4.3	12.3
Cc1cc(C)c2nc(N3CCCC3)c(C#N)cc2c1	8.0	7.1	21.4	5.8	16.9	-0.9	0.1	-10.8	0.6
COc1ccc(CCC(=O)N(C)CC(=O)Nc2ccc(Cl)c(C(F)(F)F)c2)cc1	2.7	2.1	-1.9	4.2	-2.1	-9.5	-6.4	-10.7	0.7
CC(=O)Nc1cccc(NC(=S)Nc2ccc(F)cc2F)c1	-0.9	-5.4	-6.2	4.6	-12.4	-3.3	12.6	-1.1	nt
COc1ccc(/C=N/Nc2nc(Nc3ccccc3)nc(N3CCCCC3)n2)c(OC)c1	-0.8	14.6	-1.0	10.4	-7.7	-2.4	2.3	6.5	nt
Cc1cc(Br)cc(/C=N/NC(=O)c2ccc3c(c2)OCO3)c1O	1.8	4.9	3.7	-0.1	?	-4.4	3.4	9.4	-0.5
O=C(CN1C(=O)NC2(CCOc3ccccc32)C1=O)c1ccc[nH]1 (stereo unspecified)	2.4	-0.7	3.1	-2.9	?	-0.5	-4.8	1.9	-1.7
O=C(OCCOc1ccc(Cl)cc1)c1cc(S(=O)(=O)N2CCCCC2)ccc1N1CCOCC1	nt	-1.3	3.5	8.7	-41.0	-1.5	-1.2	nt	1.0
Cc1ccc([C@H]2N[C@]3(CCCN(Cc4ccc(C(F)(F)F)cc4)C3=O)[C@H]3C(=O)N(C)C(=O)[C@@H]23)cc1	nt	0.5	0.1	5.5	-8.8	-1.0	0.5	nt	-2.5
CSc1cccc(CN2CCN(CCC(C)C)C(CCO)C2)c1 (stereo unspecified)	-1.0	-6.5	5.4	-4.5	6.0	-0.8	4.7	-9.7	nt
O=C(CSc1nnc(N2CCOCC2)n1-c1cccc(F)c1)N1CCN(c2ccccn2)CC1	-0.7	-4.1	-0.6	-2.2	-16.4	-0.8	3.1	-3.4	1.0
COc1ccc(NC(=O)COc2ccc(/C=C/c3cc[n+](C)cc3)cc2OC)cc1	-1.5	14.1	-1.0	-38.6	11.4	-0.5	24.3	0.8	nt

Record cards, from the list above. Order of screens: UGM FP inh	GDH-TPI inh	FBA Mtb inh	PrPC TRFRET	BoNT F protease	FadD28 binding	MazEF act	Rv3671c inh	BioA inh
Results for Cc1cc(C)c2nc(N3CCCC3)c(C#N)cc2c1 = 8.0	7.1	21.4	5.8	16.9	-0.9	0.1	-10.8	0.6
Results for COc1ccc(/C=N/Nc2nc(Nc3ccccc3)nc(N3CCCCC3)n2)c(OC)c1 = -0.8	14.6	-1.0	10.4	-7.7	-2.4	2.3	6.5	nt
